Compound activity as filed in PubChem BioAssay.
RGS4 inhibitor = human RGS4 inhibition. P49798. AID 504845. 0.039% of 390,000 active. Potency, µM (series often up to 114 µM), without a hit: at the highest dose activity change, negative = inhibition, hits mostly inhibitors. Transcreener GDP fluorescence polarization, RGS4-accelerated GTP hydrolysis; further: potency means the concentration at half of the fitted maximal effect; on the % scale 0 is the no-effect control and ±100 the full control effect; nearly all actives have a fitted effect of over 75% in size; some results filed as inactive show a strong effect at the top dose
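MLSMR compounds (23 nl, pin-transferred) preincubated 10 min at room temperature with a 500nM (2x) first reagent, then RGS4 at 900nM (2x) plus Transcreener GDP mix added; fluorescence polarization (620/688 nm) read before and after 90 min at 30 °C.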
TrxR1 inh = blocks rat thioredoxin reductase 1; O89049; recombinant rTrxR1, NADPH fluorescence consumption, selenite substrate; Potency, µM (highest dose often 114 µM), inactives show at the top dose activity change, negative = inhibition, actives largely listed as inhibitors; 1% of 390,000 active; further: potency means the concentration at half of the fitted maximal effect; on the % scale 0 is the no-effect control and ±100 the full control effect; nearly all actives have a fitted effect of over 65% in size
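Rat TrxR1 (90 nM in the dispensed reagent) was pre-reduced with 400 uM NADPH for 5 min at room temperature, then incubated with compound for 15 min. After 400 uM selenite was added, NADPH fluorescence (Ex 340/Em 450 nm) was followed for 8 min.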
LDHA inh = LDHA (human) enzyme inhibition | P00338 | 0.15% of 480,000 active | activity change, % (values are at about 110 or 230 µM) | purified LDHA, NADH/diaphorase-resazurin fluorescence; hits give low values | AID 1347041; in the data active means activity change below about -30%; inconclusive means mostly about -25% to -30%;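 further: plate controls were DMSO wells for no effect and wells without enzyme for full effect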
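Resorufin fluorescence (ex540/em590), read at 0 and 20 min after diaphorase/resazurin addition, reports the NADH left after a 5 min room-temperature reaction of 2 nM human LDH5 with 0.06 mM NADH and 0.2 mM pyruvate.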
USP1-UAF1 inh = inhibitors of human USP1/UAF1 deubiquitinase | recombinant USP1/UAF1, Ub-Rhodamine cleavage fluorescence | Potency, µM (highest dose often 57.1 µM), without a hit: at the top dose activity change, negative = inhibition, usual class: inhibitors | 0.23% of 390,000 active | AID 743255; further: potency means the concentration at half of the fitted maximal effect; on the % scale 0 is the no-effect control and ±100 the full control effect; nearly all actives have a fitted effect of over 60% in size; inactives centre near -12
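In this screen, compounds sit with the deubiquitinase complex (1nM) for 15 min at room temperature before Ub-Rho is added at 150nM final. Fluorescence rise is then followed for 6 reads every 60 seconds.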
GRP78 ERSR act = ER stress response induction in glioma; Potency, µM, for inactives: top-dose activation, actives largely listed as activators; U87-MG GRP78 promoter luciferase reporter, 16 h; 0.02% of 420,000 active; AID 602332; further: potency means the concentration at half of the fitted maximal effect; series mostly up to about 76 µM; % of control where 0% means no effect; nearly all actives have a fitted effect of over 35% in size
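Stably transfected U87-MG glioma cells carrying a GRP78-based luciferase sensor; 16 h compound incubation. Luminescence end-point read 10 min after Bright-Glo addition at room temperature.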
Vif-APOBEC3F blk = inhibitors of Vif-A3F interaction; HeLa A3F-eYFP + Vif (tagged APOBEC3F with the HIV-1 protein that degrades it), YFP fluorescence increase; Potency, µM (series often up to 46.1 µM), inactives show at the highest dose activity, negative = active; 0.2% of 390,000 active; further: potency means the concentration at half of the fitted maximal effect; % of control where 0% means no effect; nearly all actives have a fitted effect of over 65% in size
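HeLa cells stably expressing Vif plus C-terminally eYFP-tagged A3F were seeded, incubated overnight at 37 deg C, dosed with compound, incubated overnight again at 37 deg C. Yellow fluorescence (Ex 488/Em 500-530) reported blocked Vif-mediated A3F-eYFP degradation.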
IDH1 R132H inh = blocks human mutant IDH1 R132H enzyme | O75874 | IDH1-R132H enzyme, NADPH consumption, diaphorase/resazurin fluorescence | Potency, µM (doses to about 76.6 µM), inactives show at the highest dose activity change, negative = inhibition, hits mostly inhibitors | 0.093% of 390,000 active; further: potency means the concentration at half of the fitted maximal effect; on the % scale 0 is the no-effect control and ±100 the full control effect; nearly all actives have a fitted effect of over 65% in size
Target sequence (O75874 whole entry R132H, stated change not applied): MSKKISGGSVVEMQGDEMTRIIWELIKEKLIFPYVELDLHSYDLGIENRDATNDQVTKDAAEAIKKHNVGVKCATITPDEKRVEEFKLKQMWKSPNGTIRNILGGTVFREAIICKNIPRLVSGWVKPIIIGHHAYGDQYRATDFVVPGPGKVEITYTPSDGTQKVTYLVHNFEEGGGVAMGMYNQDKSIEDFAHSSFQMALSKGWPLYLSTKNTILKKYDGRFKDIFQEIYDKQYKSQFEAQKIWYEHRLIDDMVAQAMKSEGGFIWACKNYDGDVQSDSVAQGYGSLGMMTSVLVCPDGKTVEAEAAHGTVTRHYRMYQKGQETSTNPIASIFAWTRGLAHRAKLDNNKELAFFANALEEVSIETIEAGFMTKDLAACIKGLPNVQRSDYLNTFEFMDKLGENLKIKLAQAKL
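IDH1-R132H (0.5 ug/mL) preincubated 30 min with compound, then NADPH (0.016 mM) and alpha-KG (2 mM) added; 80 min at RT, pH 7.5. Remaining NADPH coupled via diaphorase/resazurin to fluorescence (540/590 nm); concentration-response curves normalized to no-enzyme control.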
Vif-APOBEC3G blk = inhibitors of Vif-APOBEC3G interaction; AID 602310; Potency, µM (doses to about 46.1 µM), for the others: top-dose activity, negative = active, hits mostly inhibitors; Q9HC16; HeLa A3G-eYFP + Vif (tagged APOBEC3G with the HIV-1 protein that degrades it), YFP fluorescence, overnight; 0.076% of 410,000 active;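 further: potency means the concentration at half of the fitted maximal effect; on the % scale 0 is the no-effect control and ±100 the full control effect; nearly all actives have a fitted effect of over 60% in size; hits raise eYFP signal because A3G escapes Vif-driven loss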
Target sequence (Q9HC16 whole entry, looked up): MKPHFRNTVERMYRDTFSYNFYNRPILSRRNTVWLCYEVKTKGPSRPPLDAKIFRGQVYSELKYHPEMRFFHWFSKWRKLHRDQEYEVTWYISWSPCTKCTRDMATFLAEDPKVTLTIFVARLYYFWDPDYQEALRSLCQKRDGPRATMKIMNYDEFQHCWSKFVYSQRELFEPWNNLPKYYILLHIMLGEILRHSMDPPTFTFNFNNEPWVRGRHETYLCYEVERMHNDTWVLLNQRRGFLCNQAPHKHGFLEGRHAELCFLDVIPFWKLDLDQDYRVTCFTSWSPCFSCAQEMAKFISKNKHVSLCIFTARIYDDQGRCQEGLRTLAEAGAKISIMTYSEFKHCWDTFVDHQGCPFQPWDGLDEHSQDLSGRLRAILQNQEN
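HeLa cells stably expressing Vif and C-terminally eYFP-tagged A3G, seeded overnight at 37 deg C, then exposed to compound by pintool overnight at 37 deg C. Rise in yellow fluorescence (Ex 488/Em 500-530, Acumen) marks blocked Vif-driven A3G degradation.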
TrxR1 substrate = substrates of rat thioredoxin reductase 1; O89049; purified TrxR1 substrate turnover, NADPH consumption readout; Potency, µM (top dose mostly 114 µM), for inactives: at the highest dose activity change, negative = substrate turnover; 0.01% of 390,000 active; AID 588456; further: potency means the concentration at half of the fitted maximal effect; on the % scale 0 is the no-effect control and ±100 the full control effect; nearly all actives have a fitted effect of over 50% in size
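Rat TrxR1, dispensed at 90 nM, was prereduced with 400 uM NADPH (final) for 5 min at ~22 deg C, then incubated with compound 15 min before 400 uM selenite. A first-read NADPH fluorescence drop versus no-compound background flagged substrates.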
Numbers without * were called inactive; ? = inconclusive; / = no result given; & = joins results of further samples; [ ] = another dose, or the depositor's remark. Unless noted, the call rests on the fitted dose curve; in most records, active means well fitted curve in the direction sought with a large enough effect; inconclusive means small, poorly fitted or top-dose-only effect, or another doubt; inactive means no such curve, though single readings can be large; an effect the other way counts as inactive or inconclusive. Some of the compounds tested. The share of hits here may be higher or lower than overall.

SMILES	RGS4 inhibitor	TrxR1 inh	LDHA inh	USP1-UAF1 inh	GRP78 ERSR act	Vif-APOBEC3F blk	IDH1 R132H inh	Vif-APOBEC3G blk	TrxR1 substrate
COc1cc(C(=O)N2CCN(C(=O)c3cc(-c4ccccc4)n[nH]3)CC2)cc(OC)c1OC	-9%[56.9 µM]	18%[57.1 µM]	2	-14%	-4%	4%	-14%	1%	8%[57.1 µM]
CCN(CC)c1cc(C)c2cc(NC(=O)c3ccccc3F)ccc2n1	5%	13%	-3	-16%	3%	-6%	1%	-3%	-2%
COc1cccc(S(=O)(=O)NCc2ccc(C(=O)Nc3cccc(Cl)c3)cc2)c1	-13%	15%[57.1 µM]	-5	-21%	-8%	-1%	3%	-3%	-5%[57.1 µM]
O=C(CN(c1cccc(Br)c1)S(=O)(=O)c1ccccc1)N/N=C/c1cc([N+](=O)[O-])ccc1O	27%	15%	-3	-22%	1%	?	-5%	-8%	-6%
O=C(CCS(=O)(=O)c1ccccc1)Nc1nc2ccc(F)cc2s1	?	?	-2	-14%	-6%	?	4%	?	-9%
CCCN1CCC(N(CCc2ccccc2)Cc2ccccc2)CC1	4%	27%	-3	-24%	-2%	-7%	-2%	4%	1%
Cc1cccc(NC(=O)C(=O)NCC2CCCN2S(=O)(=O)c2ccccc2)c1 (stereo not drawn)	-7%	5%	-4	-21%	-1%	1%	2%	-1%	1%
COc1ccc(CN2C(=NC(=O)C3CC3)SC3CS(=O)(=O)CC32)cc1OC (stereo not drawn)	-15%	5%	2	-13%	3%	-9%	0%	-4%	3%
Cc1cc(=O)oc2cc(NC(=O)c3ccccc3Cl)ccc12	-13%	54%[activator]	-9	-3%	4%	4%	2%	-1%	251%[activator]
COCC(=O)N1CCCC(C(=O)c2ccc(Oc3ccccc3)cc2)C1 (stereo not drawn)	-3%	24%[57.1 µM]	-4	-24%	-1%	18%	2%	8%	-8%
O=C(CC1NCCc2ccccc21)Nc1ccc(Oc2ccccc2)cc1 (stereo not drawn)	11%	14%[57.1 µM]	-6	-19%	-1%	-5%	-1%	-7%	9%[57.1 µM]
C[C@H]1CC[C@@]2(O[C@H](CCO)C[C@H](O)[C@H]2O)O1	-10%	-13%[57.1 µM]	-3	-5%	0%	4%	16%	2%	2%[57.1 µM]
COc1ccc(NC(=O)CN(C)C(=O)C2CC(=O)N(c3cccc4ccccc34)C2)cc1 (stereo not drawn)	-21%	14%	1	-21%	-5%	-3%	3%	2%	6%
Cc1cccc(-c2nnc(C3CCN(S(=O)(=O)c4cccc(Cl)c4)CC3)o2)c1	-51%	5%	1	-7%	-4%	2%	4%	-1%	-3%
CC(=O)c1ccc(NC(=O)Nc2ccc3c(c2)N(C)C(=O)CS3)cc1	-62%[56.9 µM]	-14%	-9	?	-9%	3%	-3%	-7%	-12%
CCOC(=O)Cc1nnc(NC(=O)c2ccccc2OCC)s1	-6%	1%	-1	-20%	-2%	-1%	7%	1%	-4%
COc1ccc(C)cc1S(=O)(=O)NC(C)C(=O)NC1CC1 (stereo not drawn)	25%	16%	-10	-17%	-4%	-3%	-4%	1%	4%
COC(=O)CN1C(=O)COc2ccc(S(=O)(=O)N3CCCCCC3)cc21	4%	4%	1	-21%	-2%	-12%	1%	1%	-2%
CCOC(=O)N/N=C\c1cccc(OC)c1OC/C=C/c1ccccc1	-3%	6%	-2	-6%	1%	-11%	4%	0%	-1%
Cc1ccc(CN2CC(C(=O)Nc3ccc(S(=O)(=O)Nc4cc(C)nc(C)n4)cc3)CC2=O)cc1 (stereo not drawn)	-16%	24%	-5	-17%	-4%	3%	0%	1%	9%

Results in LDHA inh, for 4 of the compounds above:
structure	LDHA inh
COc1ccc(C)cc1S(=O)(=O)NC(C)C(=O)NC1CC1 (stereo not drawn)	-10
CCOC(=O)N/N=C\c1cccc(OC)c1OC/C=C/c1ccccc1	-2
CC(=O)c1ccc(NC(=O)Nc2ccc3c(c2)N(C)C(=O)CS3)cc1	-9
CCOC(=O)Cc1nnc(NC(=O)c2ccccc2OCC)s1	-1

Going on with the list:
SMILES	RGS4 inhibitor	TrxR1 inh	LDHA inh	USP1-UAF1 inh	GRP78 ERSR act	Vif-APOBEC3F blk	IDH1 R132H inh	Vif-APOBEC3G blk	TrxR1 substrate
CC(=O)c1c(C)nc(C)nc1NC(=O)Cc1ccccc1	-14%	4%	-5	-9%	-1%	2%	3%	5%	-1%
COc1cc(CC(NC(C)=O)C(=O)NC2CCN(C(=O)Nc3ccccc3Cl)CC2)cc(OC)c1 (stereo not drawn)	20%	27%	-5	-12%	-4%	1%	1%	4%	1%
Cc1nc2ccccn2c(=O)c1NC(=O)c1ccc(Br)o1	/	/	0	-21%	-4%	-1%	11%	1%	/
Cc1ccc(C2CC(=O)N(c3ccc(F)cc3)C3=C2C(=O)CCC3)cc1 (stereo not drawn)	16%	17%	5&0	-21%	-6%	1%	-2%	-3%	4%
COc1ccc(Cl)cc1N(CC(=O)NCc1ccccn1)S(=O)(=O)c1ccc(C)cc1	/	/	-4	-12%	-4%	-9%	8%	-4%	/
COC(=O)c1sccc1S(=O)(=O)N1CCN(c2ccc(C(C)=O)cc2)CC1	-3%	9%[57.1 µM]	-10	2%	-2%	-6%	5%	-1%	-4%[57.1 µM]
NC1(C(=O)O)CSSC1	?	20%	-9	-12%	?	-14%	-2%	?	-21%
COc1ccccc1NC(=O)c1ccccc1Oc1ccccc1	23%	10%	-2	-21%	-3%	1%	0%	0%	-6%
C[C@@H]1COC(=O)[C@@H](NC(=O)OCC2c3ccccc3-c3ccccc32)C/C=C\C[C@@H](CC(=O)N(CCO)Cc2ccccc2)C(=O)N1	-2%	-7%	0	-20%	-3%	-3%	-8%	6%	-1%
Cc1ccc(N(C(C)C(=O)Nc2ccc(S(=O)(=O)N3CCOCC3)cc2)S(C)(=O)=O)cc1C (stereo not drawn)	-1%	2%[57.1 µM]	0	2%	-5%	3%	4%	1%	3%[57.1 µM]
Cc1ccccc1CN1C(=O)c2ccccc2Sc2ccc(C(=O)NCc3ccccc3)cc21	12%	8%[57.1 µM]	-9	-21%	-3%	1%	37%[activator]	3%	-7%[57.1 µM]
COc1ccc(CCN2CC(C(=O)Nc3cc(F)ccc3F)CC2=O)cc1OC (stereo not drawn)	-6%	2%[57.1 µM]	-3	1%	0%	11%	8%	0%	2%[57.1 µM]
CCOc1ccc2[nH]c(=O)c(CN(Cc3ccco3)C(=O)c3cccc(F)c3)cc2c1	19%	-7%	-6	-8%	-1%	-2%	-4%	-5%	4%
CC1CCN(CCCNC(=O)C2CCN(S(=O)(=O)N3CCC4(CC3)OCCO4)CC2)CC1	-14%[56.9 µM]	37%[activator][57.1 µM]	-3	-10%	-4%	2%	-9%	2%	9%[57.1 µM]
O=C(N/N=C/c1ccc([N+](=O)[O-])o1)c1cc2ccccc2o1	-25%	-8%	-70*	-23%	-8%	-12%	5%	?	0%

Grouped by structure, those above containing an NH in an aromatic ring.
SMILES	RGS4 inhibitor	TrxR1 inh	LDHA inh	USP1-UAF1 inh	GRP78 ERSR act	Vif-APOBEC3F blk	IDH1 R132H inh	Vif-APOBEC3G blk	TrxR1 substrate
COc1cc(C(=O)N2CCN(C(=O)c3cc(-c4ccccc4)n[nH]3)CC2)cc(OC)c1OC	-9%[56.9 µM]	18%[57.1 µM]	2	-14%	-4%	4%	-14%	1%	8%[57.1 µM]
CCOc1ccc2[nH]c(=O)c(CN(Cc3ccco3)C(=O)c3cccc(F)c3)cc2c1	19%	-7%	-6	-8%	-1%	-2%	-4%	-5%	4%
